Hsp70 activator: Hsp70 transcriptional activators, primary screen, cell-based, HeLa, Hsp70 promoter luciferase, luminescence, 10 µM; HeLa Hsp70 promoter luciferase reporter; scaled: vehicle 0, proteasome-inhibitor control 100%; activation, % at 10 µM; actives 0.04% (n = 200,000);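 active = activation above the mean across all tested compounds plus 3 SD, cutoff set per campaign, cut at about 5.5% in these data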;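 note: 100% = MG132 at 30 µM as the positive control and 0% = DMSO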
STAT1 blocker: STAT1 signaling inhibitors, primary screen, cell-based, HTS, luciferase reporter. NIH 3T3 STAT1-luciferase reporter, IFN-gamma, luminescence. inhibition, % at 5.5 µM. actives 0.35% (n = 200,000);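 active = inhibition above a set limit, the mean inhibition across all tested compounds plus 3 SD, cut at about 34% in these data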;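 note: 0% = IFN-gamma with DMSO and 100% = IFN-gamma with 300 µM nifuroxazide; values of inactives mirror those of a sister screen read the other way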
STAT1 activator: STAT1 signaling activators, primary screen, cell-based, HTS, luciferase reporter; NIH 3T3 STAT1-luciferase reporter, IFN-gamma, luminescence; 100% = IFN-gamma alone, no compound; actives 2.6% (n = 200,000); activation (% of control), % at 5.5 µM; AID 932, 2007;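 active = activation above the screen-wide mean activation plus 3 SD, cut at about 130% in these data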;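 note: raw ratio to IFN-gamma control signal so 100% means no change and 0% no light; values of inactives mirror those of a sister screen read the other way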
RAM inhibit: inhibitors of the yeast RAM network, primary screen, dse1pr::URA3 reporter, 5-FOA selection | inhibition, % at 50 µM | actives 1.8% (n = 190,000) | S. cerevisiae dse1pr::URA3 reporter, 5-FOA growth OD615, 2 d; analog-sensitive cbk1-as2 kinase mutant strain;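 active = inhibition above a set limit, 3 SD over mean compound inhibition, cut at about 8.4% in these data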;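 note: 0% = DMSO-only wells with no growth and 100% = 10 µM 1-NA-PP1 full growth; inhibition rescues growth on 5-FOA so higher OD means more RAM inhibition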
NF-kB neuron act: activators of NF-kB expression in neurons, primary screen, cell-based, HTS | human neuronal cells, NF-kB reporter expression; active compounds read high | fold change at 12.5 µM | actives 1.6% (n = 190,000) | AID 1239, 2008; in the data active = fold change above about 3.3
STAT3 act: IL-6 driven STAT3 reporter potentiators, primary screen, U3A cells, luciferase, luminescence, MLSCN library; actives 0.91% (n = 190,000); activation (% of control), % at 5.6 µM; IL-6 STAT3-luciferase reporter; 100% = signal with IL-6 EC80 alone; AID 871, 2007;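 active = activation above the screen-wide mean of compound activation plus 3 SD, cut at about 130% in these data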;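 note: 0% = background luminescence of wells with medium and substrate only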
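Detection: reporter luminescence signal / Assay system: STAT1-lacking human U3A cells, STAT3 luciferase reporter / Incubation: compound pre-incubation 1 h before IL-6, then 6 h stimulation at 37 °C / Control set: IL-6-only high control / Read-out: % activation relative to IL-6 control / Probe or stimulus: Interleukin-6, 33 ng/mL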
FLuc inh counter: firefly luciferase enzyme inhibitors, primary screen, artefact control for luciferase-based inhibitor screens, biochemical, luminescence, ATPLite; inhibition, % at 10 µM; actives 1.5% (n = 200,000); Luciferin 4-monooxygenase (Photinus pyralis), P08659; 10 min;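 active = inhibition above about 50% when tested at 10 µM, limit read from the data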
Target sequence (P08659 whole entry, looked up): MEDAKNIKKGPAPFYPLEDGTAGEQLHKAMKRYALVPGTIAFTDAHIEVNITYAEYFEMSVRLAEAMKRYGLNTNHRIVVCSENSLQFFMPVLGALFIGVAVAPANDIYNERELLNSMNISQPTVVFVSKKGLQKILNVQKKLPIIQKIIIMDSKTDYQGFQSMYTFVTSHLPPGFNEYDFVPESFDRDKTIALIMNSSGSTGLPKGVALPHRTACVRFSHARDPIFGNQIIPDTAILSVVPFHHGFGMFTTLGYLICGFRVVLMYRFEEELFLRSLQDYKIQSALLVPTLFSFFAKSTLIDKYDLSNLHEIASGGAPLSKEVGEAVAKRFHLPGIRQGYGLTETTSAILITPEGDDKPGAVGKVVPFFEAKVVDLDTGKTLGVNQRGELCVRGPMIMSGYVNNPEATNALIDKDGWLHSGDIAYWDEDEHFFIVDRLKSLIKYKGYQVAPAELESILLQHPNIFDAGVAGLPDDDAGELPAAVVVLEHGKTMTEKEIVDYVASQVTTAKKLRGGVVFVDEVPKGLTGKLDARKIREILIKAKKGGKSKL
APP 5'UTR act: activators of APP 5'UTR luciferase reporter, primary screen, SH-SY5Y cells; SH-SY5Y APP 5'UTR luciferase reporter, luminescence; zero percent = DMSO vehicle wells; activation, % at 2 µM; actives 1% (n = 190,000);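 active = activation above a set limit, based on mean plus 3 SD of controls, cut at about 140% in these data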; note: values of inactives mirror those of a sister screen read the other way
STAT3 blocker: IL-6 driven STAT3 reporter inhibitors, primary screen, U3A cells, luciferase, luminescence, MLSCN library | IL-6 STAT3-luciferase reporter; host cell line lacks STAT1 | inhibition, % at 5.5 µM | actives 0.89% (n = 190,000) | AID 862, 2007;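 active = inhibition above the mean inhibition across all screened compounds plus 3 SD, cut at about 44% in these data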;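 note: 0% = DMSO only wells and 100% = 100 µM nifuroxazide control wells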
APP 5UTR inh: inhibitors of APP translation via 5'UTR reporter, primary screen, APP 5'UTR luciferase, SH-SY5Y cells; AID 1285, 2008; SH-SY5Y APP 5'UTR-luciferase reporter, luminescence; inhibition, % at 2 µM; actives 0.82% (n = 190,000);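 active = inhibition above a set limit, derived from the sample mean plus 3 SD, cut at about 45% in these data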; note: values of inactives mirror those of a sister screen read the other way
The depositor's hits bear a star; / = no result given. Outcome played no part in choosing rows; any-hit rate near 7.7%.

SMILES	Hsp70 activator	STAT1 blocker	STAT1 activator	RAM inhibit	NF-kB neuron act	STAT3 act	FLuc inh counter	APP 5'UTR act	STAT3 blocker	APP 5UTR inh
CC(CNC(=O)c1cccs1)c1ccc([N+](=O)[O-])cc1 (stereo not drawn)	-0.2	-2	101	1.2	1.3	90	-1	-5	16	5
COc1cc2c(C)nc3c(c(C)nn3-c3ccccc3)c2cc1OC	-0.1	3	98	4.8	1.1	101	-3	-3	1	3
CCCC(=O)Nc1ccc(NC(=O)c2ccccc2Cl)nc1	-0.2	-5	104	1.4	1.5	104	6	23	-2	-23
Cc1cc(C)nc(Sc2nc(C)nc3c2oc2ccccc23)n1	-0.3	2	98	0.0	7.4*	127	-4	-6	-28	6
Cc1ccsc1C(=O)Nc1ccc2c(c1)OCCO2	-0.4	-28	125	-0.6	6.2*	54	79*	127	55*	-127
O=C(Cn1nnc(-c2ccccc2)n1)OC1CCOC1=O (stereo not drawn)	-0.5	8	92	0.5	0.86	108	-5	6	0	-6
COc1ccc(-c2cc(C(F)(F)F)n3nc(C(=O)NCCCN4CCOCC4)cc3n2)cc1	-0.1	-5	103	2.6	1.2	101	-8	-1	2	1
COc1ccccc1-c1c(C)c(C)nc(N)c1C#N	-0.2	8	93	1.4	0.98	101	-2	4	2	-4
Cc1ccc(/C=N/N2CCN(Cc3ccc(Cl)cc3)CC2)o1	-0.4	13	88	-0.1	1.1	94	-2	11	7	-11
CCOC(=O)N1CCN(C(=O)Cc2cccc3ccccc23)CC1	-0.2	21	79	2.3	1.2	102	-6	-13	0	13
CCOC(=O)C1(C)C=C(Nc2ccc(OC)cc2)C(=O)N1c1ccc(OC)cc1 (stereo not drawn)	-0.2	-2	102	5.4	0.95	100	2	-4	2	4
COc1cc(/C=N/Nc2ncc(C(F)(F)F)cc2Cl)cc(OC)c1O	-0.5	3	98	0.4	0.97	98	-1	-19	5	19
CN1CCN(CC2(O)CCN(S(=O)(=O)c3ccc(Cl)cc3)CC2)CC1	0.2	0	99	0.9	0.99	102	-9	23	8	-23
CC(=O)Nc1csc2ccccc12	-0.3	-4	102	1.3	1	118	-7	-4	-16	4
Cc1ccc(CNC(=O)c2ccc(N(C)C)cc2)cc1	-0.1	-2	101	1.1	1.3	91	-2	16	13	-16

Given as a markdown table: 4 of the compounds above
| canonical_smiles | Hsp70 activator | STAT1 blocker | STAT1 activator | RAM inhibit | NF-kB neuron act | STAT3 act | FLuc inh counter | APP 5'UTR act | STAT3 blocker | APP 5UTR inh |
| --- | --- | --- | --- | --- | --- | --- | --- | --- | --- | --- |
| CN1CCN(CC2(O)CCN(S(=O)(=O)c3ccc(Cl)cc3)CC2)CC1 | 0.2 | 0 | 99 | 0.9 | 0.99 | 102 | -9 | 23 | 8 | -23 |
| CCOC(=O)N1CCN(C(=O)Cc2cccc3ccccc23)CC1 | -0.2 | 21 | 79 | 2.3 | 1.2 | 102 | -6 | -13 | 0 | 13 |
| Cc1ccc(CNC(=O)c2ccc(N(C)C)cc2)cc1 | -0.1 | -2 | 101 | 1.1 | 1.3 | 91 | -2 | 16 | 13 | -16 |
| COc1cc2c(C)nc3c(c(C)nn3-c3ccccc3)c2cc1OC | -0.1 | 3 | 98 | 4.8 | 1.1 | 101 | -3 | -3 | 1 | 3 |

Going on with the list.
SMILES	Hsp70 activator	STAT1 blocker	STAT1 activator	RAM inhibit	NF-kB neuron act	STAT3 act	FLuc inh counter	APP 5'UTR act	STAT3 blocker	APP 5UTR inh
CCOC(=O)CSc1nnc(CNC(=O)c2cccs2)n1-c1ccccc1	-0.4	-2	102	1.2	1.1	101	-4	-11	4	11
COc1cccc(CNc2cccc(C(F)(F)F)c2)c1O	-0.4	10	91	-2.1	1.3	92	-7	11	10	-11
O=C(CC1Oc2ccccc2NC1=O)NCCc1ccccc1 (stereo not drawn)	-0.4	-2	102	1.7	1	100	-1	14	5	-14
COc1ccc(-n2c(NC(=O)c3ccc(Br)o3)c(C#N)c3nc4ccccc4nc32)cc1	-0.3	5	96	6.7	0.97	95	-5	-1	10	1
CCN1CCN(c2nc(-c3cccnc3)nc3ccccc23)CC1	0.1	-7	107	3.2	0.94	112	-10	1	-7	-1
Nn1c(SCC(=O)NC2CCCc3ccccc32)nnc1-c1cccs1 (stereo not drawn)	0.2	3	97	-0.7	1.4	97	-7	12	8	-12
O=C(CSc1nnc(C2CC2)n1-c1ccccc1)NCCc1ccccc1	0.0	2	98	0.8	1.1	99	-6	11	-2	-11
O=C(NCN1C(=O)C2C3C=CC(C3)C2C1=O)Nc1ccccc1O (stereo not drawn)	0.0	-21	118	2.3	1.3	97	6	27	8	-27
COc1ccc(Nc2nc3[nH]c(=O)cc(O)c3s2)cc1	-0.2	6	96	1.5	3	109	11	-9	-6	9
C=CCn1c(SCC(=O)Nc2ccccc2-c2ccccc2)nc2cc(C(=O)O)ccc2c1=O	0.1	-6	105	6.4	1.1	97	-7	9	7	-9
O=C(NN=C1CCN(Cc2ccccc2)CC1)c1cc2ccccc2cc1O	-0.4	-10	109	-0.7	1.1	104	-2	-8	-2	8
CC(C)=NOc1cc(NC(=O)CCl)cc([N+](=O)[O-])c1	-0.5	12	89	1.1	1.5	91	0	1	12	-1
COc1ccccc1-c1nc2n(n1)C(c1cccs1)C(C(=O)Nc1cccnc1)=C(C)N2 (stereo not drawn)	0.1	-6	106	3.0	0.53	116	-4	-5	-18	5
O=C1CC(c2ccccc2)n2nc(NC(=O)c3ccccc3)nc2N1 (stereo not drawn)	-0.1	-7	109	1.1	1.7	103	-1	15	6	-15
Cc1ncc(CO)c(/C=N/NC(=O)c2cc(Br)ccc2O)c1O	0.1	1	100	1.2	1.2	96	6	2	13	-2
O=C(C[n+]1cccc2ccccc21)c1ccc(NC(=O)c2ccccc2)cc1	-0.2	-12	109	2.4	0.84	88	-2	7	17	-7
Nc1cc(-c2ccc(Br)cc2)nn1S(=O)(=O)c1cccc2nsnc12	-0.1	-8	108	5.7	1.1	96	-3	-7	13	7
COc1ccc(-n2c(=O)[nH]cc(C(=O)N3CCCc4ccccc43)c2=O)cc1	-0.1	13	89	1.3	0.93	98	0	2	6	-2
CN1C(=O)N2CN(C3CCCCC3)CN3C(=O)N(C)C1C23 (stereo not drawn)	-0.3	-1	101	2.0	0.9	100	-6	24	-1	-24
O=C1CC(c2cccc(Cl)c2)C(n2cncn2)C(=O)C1C1NCCc2ccccc21 (stereo not drawn)	-0.2	-3	104	0.8	1.1	103	-3	3	-3	-3
COc1cc(OC)cc(-c2cn[nH]c2N)c1	-0.1	3	96	-0.5	1.2	93	-8	-3	12	3
N/C(=N\OC(=O)/C=C/c1ccccc1)c1ccncc1	-0.4	-28	124	-1.4	1.5	97	35	72	9	-72
Cc1cc(C(=O)CCl)c(C)n1CC1COc2ccccc2O1 (stereo not drawn)	-0.2	8	93	6.7	0.16	96	0	-16	13	16
Fc1ccc(Cn2c(-c3cscn3)nc3ccccc32)c(Cl)c1	-0.2	2	98	1.8	0.89	125	-5	3	-22	-3
CCn1cc(CN2CCc3c([nH]c4ccccc34)C2c2cccc(OC)c2)c(C)n1 (stereo not drawn)	-0.1	-5	102	0.3	0.86	133*	-3	8	-30	-8
CC(=O)Nc1ccc2c(c1)nc(CN1CCCC1)n2C	-0.3	2	98	-0.1	1.3	98	-8	16	4	-16
Cc1ccc(-c2nc3cc(NC(=O)C(C)C)ccc3o2)cc1	-0.2	-95	188*	6.9	2.9	63	42	147*	45*	-147
Cc1ccccc1OCc1nc2ccccc2c(=O)n1NC(=O)c1ccco1	-0.3	-5	104	4.2	1.1	100	-8	-15	3	15
CCN(CC)CCCn1c(=S)[nH]c2ncccc2c1=O	-0.4	6	95	1.5	0.97	108	-8	5	-10	-5
Cc1ccn2cc(-c3ccc4c(c3)NC(=O)CO4)nc2c1	-0.3	-18	114	1.1	1.1	66	83*	120	46*	-120
O=C1NCCN(Cc2cccc(Oc3ccccc3)c2)C1CC(=O)N1CCCO1 (stereo not drawn)	-0.3	2	97	0.2	1.1	103	-9	7	0	-7
CC(C)C(=O)Nc1ccc(C(=O)NNC(=O)NC2CCCCC2)cc1	0.1	-3	102	1.5	0.89	93	-5	1	13	-1
COc1ccc(NC(=O)C2CCN(c3nc(C)cc(C)n3)CC2)cc1	0.1	-2	102	-0.4	1.3	96	-1	21	6	-21
Cc1cccc(/C=C/c2nc3ccccc3c(=O)n2Cc2ccccc2)c1	-0.4	1	99	7.4	0.86	96	-6	-5	8	5
C=CCn1c(CNc2ccccc2)nnc1SCC(=O)N/N=C/c1ccccc1O	-0.4	-8	107	1.1	1.4	105	4	-14	-6	14
Cc1ccc(C(=O)NNC(=O)CCCN2C(=O)/C(=C/c3ccccc3Cl)SC2=S)cc1	-0.5	15	87	10*	0.85	67	4	-25	40	25
CCN1CCN(CCCNC(=O)c2cn(CCOC)c(=O)c3c2c2ccccc2n3C)CC1	-0.1	0	100	0.8	1.1	106	-7	-24	-3	24
Cc1ccc(-n2c(CNc3ccc(F)cc3)nnc2SCC(=O)O)cc1	0.1	-1	99	1.6	1.1	98	-4	-8	5	8
CC1=C(C(=O)Nc2cccc(C)c2C)C(c2cccs2)NC(=S)N1 (stereo not drawn)	-0.2	4	96	2.3	1.3	102	0	12	0	-12
Cc1ccc(-n2ncc3c2ncn2nc(-c4ccco4)nc32)c(C)c1	0.0	6	95	4.9	1.1	94	2	9	15	-9
CN1c2ccccc2Oc2c(c(=O)n(C)c(=O)n2C)C1c1cccc([N+](=O)[O-])c1 (stereo not drawn)	-0.2	-5	104	-0.1	0.81	101	-6	0	3	0
Cc1nc(S(=O)(=O)c2cccc(Cl)c2)nc2c1CCC2	-0.3	0	100	-0.1	1.2	103	-8	4	4	-4
OC(CSc1ccccc1Cl)CN1CCN(c2ccc(F)cc2)CC1 (stereo not drawn)	-0.4	-1	101	-1.4	1.5	92	-2	-7	16	7
CC(C)(C)NC(=O)Nc1ccc(Br)cc1	0.0	-24	121	1.9	2.5	85	9	54	27	-54
Cc1cc(C(=O)N/N=C/c2cccnc2)cs1	-0.4	1	101	0.7	1.3	101	41	-4	-4	4
CCC(c1nnnn1Cc1cccs1)N1CCN(C(=O)c2ccco2)CC1 (stereo not drawn)	-0.4	-4	102	0.2	0.97	102	-9	0	1	0
Cc1[nH]n2c(=O)c3c(nc2c1-c1ccc(Cl)cc1)CCC3	0.1	-6	104	3.7	1.5	96	-7	42	11	-14
CCOC(=O)C1=NN(C(=O)Nc2ccc(OC)cc2)C2C(=O)N(c3cccc(C(F)(F)F)c3)C(=O)C12 (stereo not drawn)	-0.4	-2	102	/	1.1	96	-4	-12	10	12
O=C(CN1CCN(C(=O)c2ccco2)CC1)Nc1c2c(nc3c1CCC3)CCCC2	-0.5	1	99	1.4	0.89	102	-3	-11	4	11
Cc1cccc(C(=O)N2CCCCCC2)c1	-0.1	-2	102	0.9	1.1	107	-5	-9	-2	9

Assay outcomes deposited in PubChem BioAssay by several laboratories.
